LYP inhibition: PTPN22 lymphoid phosphatase activity blockers – biochemical, fluorescence intensity, uHTS (AID 1779); recombinant LYP phosphatase, fluorescence intensity; higher % means a stronger effect; one-dose inhibition, % at 11.5 µM; IC50 in µM for titrated hits; 290,000 tested, 0.054% active;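 further: plate controls were vehicle with enzyme for no effect and no enzyme for full effect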
M1AAP inhibition: malaria alanyl aminopeptidase activity blockers – biochemical, fluorogenic H-Leu-NHMec substrate, 1536-well (AID 1445); recombinant M1AAP, H-Leu-NHMec fluorogenic kinetic assay; higher % means a stronger effect; inhibition, % at 30 µM; hits with a dose series show IC50 in µM; 220,000 tested, 0.42% active;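 active means primary inhibition above the hit cutoff, then over 50% inhibition at one or more dose response concentrations, cut at about 23% in these data, passing the limit was not always enough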;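 further: plate controls were DMSO full reaction for no effect and no enzyme background for full effect; strong numbers were not always called active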
ER stress rescue: protection against thapsigargin-triggered cell killing – 384-well, CSM14.1, ATP luminescence, primary screen (AID 1222) | CSM14.1 thapsigargin-induced death rescue, ATP luminescence; higher % means a stronger effect | one-dose cellular ATP content (survival), % at 20 µM; EC50 in µM for titrated hits | 190,000 tested, under 10 active;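 active means EC50 below 50 µM in the dose-response confirmation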;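 further: death triggered by thapsigargin at about 15 µM added after 2 h compound pretreatment; cell ATP read after overnight thapsigargin exposure of roughly 18 to 22 hours; normalized against plate controls of thapsigargin alone and 5% DMSO vehicle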
Myeloid diff MLP: promotes myeloid progenitor differentiation. ER-HoxA9 myeloid progenitors, lysozyme-GFP differentiation, flow cytometry. calls only at 10 µM. 360,000 tested, 1% active. AID 624256;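 active means normalized GFP-positive differentiation at or above the plate's own cutoff, the solvent-only control mean plus 3 SD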;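 further: cells exposed to compound for four days before flow analysis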
M17LAP inhibition: P. falciparum M17LAP inhibitors, primary screen, biochemical, fluorogenic H-Leu-NHMec substrate, 1536-well (AID 1619); recombinant M17LAP, H-Leu-NHMec fluorogenic kinetic assay; higher % means a stronger effect; inhibition, % at 30 µM; hits with a dose series show IC50 in µM; 220,000 tested, 0.38% active;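 active means compound inhibiting the enzyme by more than half at any dose during confirmatory dose-response retesting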;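 further: plate controls were full reaction with DMSO carrier for no effect and no enzyme background for full effect; strong numbers were not always called active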
human PMI inhibitors: MPI inhibition at elevated mannose 6-phosphate – biochemical, fluorescence intensity, high mannose 6-phosphate, primary screen (AID 1220). recombinant PMI enzyme, coupled fluorescence intensity; higher % means a stronger effect. one-dose inhibition, % at 20 µM; IC50 in µM for titrated hits. 190,000 tested, 0.66% active
human PMI inhibition: MPI enzyme activity inhibition – biochemical, fluorescence intensity, coupled assay, primary screen (AID 1209) | 190,000 tested, 0.42% active | purified PMI enzyme, coupled fluorescence intensity; higher % means a stronger effect | one-dose inhibition, % at 20 µM; IC50 in µM for titrated hits;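 further: plate controls were DMSO vehicle for no effect and wells lacking substrate for full effect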
TNAP activation fold: stimulation of alkaline phosphatase TNAP activity – biochemical, luminescent, no phosphate acceptor, uHTS, primary screen (AID 1001); purified TNAP, luminescent activation assay, no phosphate acceptor; higher activation fold means a stronger effect; activation fold at 20 µM; hits with a dose series show EC50 in µM; 200,000 tested, 0.03% active; in the data active means activation fold from about 3, or a potency from the dose series; inactive means the rest, 99 in 100 with activation fold below about 1.6; further: many of its hits are not listed in these tables
XIAP displacement: small molecules displacing peptide from XIAP – biochemical, IAP family, fluorescence polarization (AID 1018) | XIAP BIR domain, fluorescence polarization peptide displacement; higher % means a stronger effect | displacement, % at 20 µM, or IC50 in µM where a hit was titrated | 200,000 tested, 0.007% active; in the data active means displacement above about 50%; further: a part of the inactive calls stands beside numbers as strong as those of hits
Myeloid diff MLP GFP+ MAC1+ %: further read-out of Myeloid diff MLP, marked with its call; GFP+ MAC1+ double positive, %; measured here: differentiation confirmed by MAC1 staining
An asterisk follows results filed as active. Unless noted, no stated cut-off is given here; in the data, active means inhibition above about 50%; inactive means the rest.

`COc1ccc(S(=O)(=O)N(Cc2nc3ccccc3c(=O)[nH]2)C2CCCC2)cc1` gave LYP inhibition 0%, M1AAP inhibition 5%, ER stress rescue 3.4%, Myeloid diff MLP inactive, M17LAP inhibition 0%, human PMI inhibitors -9%, human PMI inhibition 3%, TNAP activation fold 1, XIAP displacement -3.8% and Myeloid diff MLP GFP+ MAC1+ % 0.6.
O=C(c1cccs1)N1CCN(S(=O)(=O)c2ccccc2)CC1 was read as LYP inhibition -8%, M1AAP inhibition -2%, ER stress rescue 0.6%, Myeloid diff MLP inactive, M17LAP inhibition -3%, human PMI inhibitors 3%, human PMI inhibition 4%, TNAP activation fold 1.1, XIAP displacement -2.8% and Myeloid diff MLP GFP+ MAC1+ % 1.5.
O=S(=O)(N/N=C/c1cccnc1)c1ccc(Cl)c(Cl)c1 was read as LYP inhibition -5%, M1AAP inhibition 6%, Myeloid diff MLP inactive, M17LAP inhibition -1% and Myeloid diff MLP GFP+ MAC1+ % 0.7.
Screening COc1ccc(C)cc1S(=O)(=O)n1nc(C)cc1C returned LYP inhibition -2%, M1AAP inhibition 4%, ER stress rescue 0.3%, Myeloid diff MLP inactive, M17LAP inhibition -9%, human PMI inhibitors -1%, human PMI inhibition 1%, TNAP activation fold 1.1, XIAP displacement -5.1% and Myeloid diff MLP GFP+ MAC1+ % 0.3.
Screening COCCCNC(=O)c1cccs1 returned LYP inhibition -6%, M1AAP inhibition 4%, ER stress rescue -0.3%, Myeloid diff MLP inactive, M17LAP inhibition 4%, human PMI inhibitors -5%, human PMI inhibition -5%, TNAP activation fold 1, XIAP displacement -7.6% and Myeloid diff MLP GFP+ MAC1+ % 1.8.
For COc1ccccc1N1CCN(C(=O)c2ccc(Br)s2)CC1 the results were LYP inhibition -1%, M1AAP inhibition 18%, ER stress rescue 0.1%, Myeloid diff MLP inactive, M17LAP inhibition 12%, human PMI inhibitors 12%, human PMI inhibition 12%, TNAP activation fold 1, XIAP displacement -0.2% and Myeloid diff MLP GFP+ MAC1+ % 4.7.
COc1ccc(-c2ccc([C@H]3[C@H]4C=CC[C@@H](C)[C@@H]4C(=O)N3Cc3ccccc3)c(F)c2)cc1C was read as LYP inhibition 3%, M1AAP inhibition 9%, Myeloid diff MLP inactive, M17LAP inhibition 3% and Myeloid diff MLP GFP+ MAC1+ % 0.2.
Screening Cc1ccc(C(=O)COC(=O)CCC(=O)Nc2cc(Cl)ccc2Cl)cc1[N+](=O)[O-] returned LYP inhibition -8%, M1AAP inhibition 2%, ER stress rescue 0.0%, Myeloid diff MLP inactive, M17LAP inhibition -5%, human PMI inhibitors -10%, human PMI inhibition -1%, TNAP activation fold 1.1, XIAP displacement -2.0% and Myeloid diff MLP GFP+ MAC1+ % 2.1.
`CCN1C(=S)SC(=O)C1=C1C=C(C)OC(C)=C1` gave LYP inhibition 4%, M1AAP inhibition 0%, ER stress rescue -1.1%, Myeloid diff MLP inactive, M17LAP inhibition -2%, human PMI inhibitors 11%, human PMI inhibition 4%, TNAP activation fold 1, XIAP displacement -5.3% and Myeloid diff MLP GFP+ MAC1+ % 0.7.
`Cc1nnc2ccc(-c3ccc(NC(=O)c4ccc(Cl)nc4)cc3)nn12` gave LYP inhibition -8%, M1AAP inhibition 7%, ER stress rescue -0.4%, M17LAP inhibition -8%, human PMI inhibitors 6%, human PMI inhibition 4%, TNAP activation fold 1.1 and XIAP displacement -4.0%.
Screening CCOc1ccc(/C=N/n2nnnc2N)cc1O returned LYP inhibition 3%, M1AAP inhibition 9%, Myeloid diff MLP inactive, M17LAP inhibition 14% and Myeloid diff MLP GFP+ MAC1+ % 0.8.
`O=C1CCCCCN1CSc1nc2ccccc2s1` gave LYP inhibition -3%, M1AAP inhibition 1%, ER stress rescue -3.5%, Myeloid diff MLP inactive, M17LAP inhibition 17%, human PMI inhibitors 10%, human PMI inhibition 9%, TNAP activation fold 1.1, XIAP displacement -12% and Myeloid diff MLP GFP+ MAC1+ % 1.1.
For O=C(Oc1ccccc1)c1ccccc1OS(=O)(=O)c1ccccc1 the results were LYP inhibition 0%, M1AAP inhibition 6%, ER stress rescue 3.6%, Myeloid diff MLP inactive, M17LAP inhibition -4%, human PMI inhibitors 12%, human PMI inhibition 14%, TNAP activation fold 1, XIAP displacement -7.1% and Myeloid diff MLP GFP+ MAC1+ % 1.1.
For Cc1oc2c(CN3CCCC3)c(O)ccc2c(=O)c1-c1ccccc1 the results were LYP inhibition -1%, M1AAP inhibition 9%, Myeloid diff MLP inactive, M17LAP inhibition -145%, human PMI inhibitors 7%, human PMI inhibition 9%, TNAP activation fold 1, XIAP displacement -1.6% and Myeloid diff MLP GFP+ MAC1+ % 5.1.
CC(C)(CN=C1NS(=O)(=O)c2ccccc21)CNC(=O)CN1C(=O)c2ccccc2C1=O was read as LYP inhibition -3%, M1AAP inhibition 1%, ER stress rescue -3.0%, Myeloid diff MLP inactive, M17LAP inhibition -1%, human PMI inhibitors -17%, human PMI inhibition -9%, TNAP activation fold 1.1, XIAP displacement -4.6% and Myeloid diff MLP GFP+ MAC1+ % 1.3.
CC(C)OC(=O)C1=C2SCC(=O)N2C(N)=C(C#N)C1 was read as LYP inhibition -8%, M1AAP inhibition 4%, ER stress rescue 0.1%, Myeloid diff MLP inactive, M17LAP inhibition 6%, human PMI inhibitors 13%, human PMI inhibition 17%, TNAP activation fold 1.2, XIAP displacement -2.0% and Myeloid diff MLP GFP+ MAC1+ % 1.2.
Cc1cc(NC(=O)NC2(C(F)(F)F)Oc3ccc(Cl)cc3O2)no1 (stereo not drawn) was read as LYP inhibition -6%, M1AAP inhibition -1%, ER stress rescue 1.0%, Myeloid diff MLP inactive, M17LAP inhibition 47%, human PMI inhibitors 13%, human PMI inhibition 52%*, TNAP activation fold 0.8 and Myeloid diff MLP GFP+ MAC1+ % 3.1.
Screening CCOc1ccc(NC(=O)Nc2cc(OCC(F)(F)F)cc(OCC(F)(F)F)c2)cc1 returned LYP inhibition -1%, M1AAP inhibition 7%, ER stress rescue -1.9%, Myeloid diff MLP inactive, M17LAP inhibition -7%, human PMI inhibitors 7%, human PMI inhibition 20%, TNAP activation fold 1.1, XIAP displacement -5.7% and Myeloid diff MLP GFP+ MAC1+ % 0.1.
COc1ccc(NC(=O)CC2C(=O)N(c3cccc(C)c3)C(=O)N2C2CCCCC2)cc1 (stereo not drawn) was read as LYP inhibition 0%, M1AAP inhibition 6%, ER stress rescue 0.2%, Myeloid diff MLP inactive, M17LAP inhibition -4%, human PMI inhibitors 0%, human PMI inhibition 3%, TNAP activation fold 1, XIAP displacement -7.6% and Myeloid diff MLP GFP+ MAC1+ % 1.4.
For CC(=O)Cc1nsc(NC(=O)c2cc(-c3ccccc3Cl)oc2C)n1 the results were LYP inhibition -6%, M1AAP inhibition 8%, ER stress rescue 1.9%, Myeloid diff MLP inactive, M17LAP inhibition 8%, human PMI inhibitors -11%, human PMI inhibition -1%, TNAP activation fold 1, XIAP displacement -4.8% and Myeloid diff MLP GFP+ MAC1+ % 1.2.
COc1ccc(N2CCN(C(=S)Nc3ccc(C)cc3)CC2)cc1 was read as LYP inhibition -9%, M1AAP inhibition 0%, ER stress rescue -0.4%, Myeloid diff MLP inactive, M17LAP inhibition 9%, human PMI inhibitors 14%, human PMI inhibition 13%, TNAP activation fold 1.1, XIAP displacement -6.1% and Myeloid diff MLP GFP+ MAC1+ % 0.9.
Cc1cc2ccccc2n2c(SCC(=O)NCC3CCCO3)nnc12 (stereo not drawn) was read as LYP inhibition -6%, M1AAP inhibition 15%, ER stress rescue -0.4%, M17LAP inhibition 50%, human PMI inhibitors 8%, human PMI inhibition 9%, TNAP activation fold 1.1 and XIAP displacement -2.9%.
`COc1ccc(OCC(O)CN(C)C(=O)/C=C/c2cccc([N+](=O)[O-])c2)cc1` (stereo not drawn) gave LYP inhibition -4%, M1AAP inhibition -2%, ER stress rescue -1.0%, Myeloid diff MLP inactive, M17LAP inhibition -8%, human PMI inhibitors 11%, human PMI inhibition 15%, TNAP activation fold 1.1, XIAP displacement -4.3% and Myeloid diff MLP GFP+ MAC1+ % 0.4.
`Cc1[nH]c2ccccc2c1C(=O)COC(=O)C1CC(=O)N(Cc2ccccc2)C1` (stereo not drawn) gave LYP inhibition -2%, M1AAP inhibition 0%, ER stress rescue -1.1%, Myeloid diff MLP inactive, M17LAP inhibition 5%, human PMI inhibitors 4%, human PMI inhibition 14%, TNAP activation fold 1, XIAP displacement -8.7% and Myeloid diff MLP GFP+ MAC1+ % 1.1.
Screening CC(NC(=O)CCNC(=O)c1ccccc1Cl)C1CC2CCC1C2 (stereo not drawn) returned LYP inhibition -10%, M1AAP inhibition -1%, ER stress rescue 5.1%, Myeloid diff MLP inactive, M17LAP inhibition -8%, human PMI inhibitors -5%, human PMI inhibition 0%, TNAP activation fold 1.1, XIAP displacement -2.8% and Myeloid diff MLP GFP+ MAC1+ % 0.2.
Screening CNS(=O)(=O)c1cccc(C(=O)OCC(=O)c2c(N)n(C)c(=O)n(C)c2=O)c1 returned LYP inhibition -6%, M1AAP inhibition 3%, Myeloid diff MLP inactive, M17LAP inhibition 4% and Myeloid diff MLP GFP+ MAC1+ % 0.5.
Screening Cc1ccc(-c2cc(C(=O)NCc3ccc4c(c3)OCO4)no2)cc1 returned LYP inhibition 3%, M1AAP inhibition 5%, Myeloid diff MLP inactive, M17LAP inhibition -12%, human PMI inhibitors 8%, human PMI inhibition 5%, TNAP activation fold 1.1, XIAP displacement -5.4% and Myeloid diff MLP GFP+ MAC1+ % 2.1.
`COc1ccc(C2=C(c3ccc([N+](=O)[O-])cc3)C(=O)OC2)cc1` gave LYP inhibition 6%, M1AAP inhibition 2%, ER stress rescue 3.7%, Myeloid diff MLP inactive, M17LAP inhibition 4%, human PMI inhibitors -2%, human PMI inhibition -3%, TNAP activation fold 1, XIAP displacement -12% and Myeloid diff MLP GFP+ MAC1+ % 0.2.

2 consecutive compounds already listed, quoted:
`Cc1[nH]c2ccccc2c1C(=O)COC(=O)C1CC(=O)N(Cc2ccccc2)C1` (stereo not drawn) gave LYP inhibition -2%, M1AAP inhibition 0%, ER stress rescue -1.1%, Myeloid diff MLP inactive, M17LAP inhibition 5%, human PMI inhibitors 4%, human PMI inhibition 14%, TNAP activation fold 1, XIAP displacement -8.7% and Myeloid diff MLP GFP+ MAC1+ % 1.1.
Screening CC(NC(=O)CCNC(=O)c1ccccc1Cl)C1CC2CCC1C2 (stereo not drawn) returned LYP inhibition -10%, M1AAP inhibition -1%, ER stress rescue 5.1%, Myeloid diff MLP inactive, M17LAP inhibition -8%, human PMI inhibitors -5%, human PMI inhibition 0%, TNAP activation fold 1.1, XIAP displacement -2.8% and Myeloid diff MLP GFP+ MAC1+ % 0.2.

From PubChem BioAssay
